IL2 activator: IL-2 activation; activation, % (series mostly up to about 46 µM); IL-2 activation reporter assay, cell-based qHTS; stimulated with anti-CD3/CD4/CD28 beads; in transgenic mouse T cells; hit rate 0.065% among 360,000; in the data active means activation above about 50%; inconclusive means mostly about 30% to 49%; further: 0% is about no effect
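EGFP and DsRed fluorescence is measured by plate cytometry in unstimulated transgenic mouse T cells exposed to compound for 60 minutes, then stimulated 18 hours at 37 degrees C with anti-CD3/anti-CD4 beads plus anti-CD28.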
EPAC2 ag: agonists of human EPAC2 (RAPGEF4); AID 720711; hit rate 0.079% among 360,000; Potency, µM (highest dose often 154 µM), for the others: at the highest dose activation, most hits filed as activators; EPAC2 activation, biochemical qHTS; response scale: 100% = 6.5 mM cAMP response; further: potency means the concentration at half of the fitted maximal effect; nearly all actives have a fitted effect of over 50% in size
Target sequence (Q8WZA2 whole entry, looked up): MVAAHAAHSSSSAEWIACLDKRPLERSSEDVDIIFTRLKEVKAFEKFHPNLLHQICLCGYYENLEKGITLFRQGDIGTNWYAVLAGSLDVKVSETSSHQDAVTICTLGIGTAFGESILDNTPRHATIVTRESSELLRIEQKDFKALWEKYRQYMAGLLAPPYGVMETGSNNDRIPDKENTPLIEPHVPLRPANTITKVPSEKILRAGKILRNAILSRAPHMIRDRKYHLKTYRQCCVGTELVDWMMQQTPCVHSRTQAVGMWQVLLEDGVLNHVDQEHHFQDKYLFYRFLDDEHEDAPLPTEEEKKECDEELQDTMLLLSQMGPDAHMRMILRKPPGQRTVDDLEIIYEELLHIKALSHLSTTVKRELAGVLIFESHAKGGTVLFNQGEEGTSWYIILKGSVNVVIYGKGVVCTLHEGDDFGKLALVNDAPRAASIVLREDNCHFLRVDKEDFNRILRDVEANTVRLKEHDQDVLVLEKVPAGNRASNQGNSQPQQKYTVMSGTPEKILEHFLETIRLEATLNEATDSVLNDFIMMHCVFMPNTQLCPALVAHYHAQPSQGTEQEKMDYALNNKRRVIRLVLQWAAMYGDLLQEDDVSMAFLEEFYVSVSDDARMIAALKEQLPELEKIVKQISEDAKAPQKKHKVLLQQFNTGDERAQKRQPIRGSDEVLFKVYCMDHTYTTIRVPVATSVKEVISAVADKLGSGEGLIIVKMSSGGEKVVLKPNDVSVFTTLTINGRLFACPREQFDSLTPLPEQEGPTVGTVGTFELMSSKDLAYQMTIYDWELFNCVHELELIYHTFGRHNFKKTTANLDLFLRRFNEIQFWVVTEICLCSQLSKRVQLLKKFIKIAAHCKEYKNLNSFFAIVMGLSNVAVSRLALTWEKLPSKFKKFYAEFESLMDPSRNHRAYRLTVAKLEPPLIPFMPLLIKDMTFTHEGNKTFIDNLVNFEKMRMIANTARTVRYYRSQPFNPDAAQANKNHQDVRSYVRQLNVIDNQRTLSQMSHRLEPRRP
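Readout is BODIPY fluorescence (480 nm excitation, 540 nm emission), which falls as labeled GDP is exchanged off Rap1B. EPAC2 at 100 nM acted on 250 nM RAP1B-BODIPY-GDP with 50 uM GDP present.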
A549 tox: counter-screen for Nrf2 inhibitors: cytotoxicity in A549 cells; A549 ARE-Fluc cells, CellTiter-Fluor viability, 18-24 h; AID 504648; hit rate 0.16% among 390,000; Potency, µM (series often up to 46 µM), for inactives: at the highest dose activity change, negative = cytotoxicity, hits mostly inhibitors; further: potency means the concentration at half of the fitted maximal effect; on the % scale 0 is the no-effect control and ±100 the full control effect
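Cytotoxicity counterscreen: CellTiter-Fluor fluorescence was measured in A549 ARE_Fluc cells after 18-24 h of compound exposure in a concentration series. The subsequent BugLite luminescent read reports ARE-luciferase activity.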
Nrf2 block: inhibitors of Nrf2 signaling; hit rate 2.1% among 360,000; A549 ARE-Fluc reporter, luciferase luminescence, 18-24 h; Potency, µM (series often up to 46 µM), for the others: at the top dose activity change, negative = inhibition, actives largely listed as inhibitors; further: potency means the concentration at half of the fitted maximal effect; on the % scale 0 is the no-effect control and ±100 the full control effect; nearly all actives have a fitted effect of over 60% in size
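A549 ARE_Fluc cells, 5000/well, 5% FBS OPTI-MEM; compounds in dose-response, 18-24 h at 37 °C/5% CO2; CellTiter-Fluor viability read (Ex 405/Em 525), then BugLite luciferase luminescence = Nrf2 activity.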
Nrf2 activator: Nrf2 pathway activation; AREc32 ARE-luciferase reporter (MCF7-derived line), luminescence, 24 h; Potency, µM (doses to about 46.1 µM), without a hit: at the top dose activation, most hits filed as activators; hit rate 0.31% among 410,000; further: potency means the concentration at half of the fitted maximal effect; % of control where 0% means no effect; nearly all actives have a fitted effect of over 65% in size
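Cells of the AREc32 ARE-luciferase line are plated in OPTI-MEM containing 5% FBS and left overnight at 37 deg C. Compounds are pinned in, incubation continues 24 hr, and firefly luciferase signal is then measured.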
ATXN viability: reduces viability in counter-screen for ATXN expression inhibitors. S2 cells (HEK-293 line with an ATXN2-luciferase reporter) viability, CellTiter-Fluor protease fluorescence, 24 h. AID 651635. Potency, µM (series often up to 56.7 µM), actives largely listed as cytotoxic. hit rate 0.49% among 400,000; further: potency means the concentration at half of the fitted maximal effect; nearly all actives have a fitted effect of over 40% in size
HepG2 tox: HepG2 cytotoxicity, counter-screen for TGF-b inhibitors | HepG2 CAGA-GFP viability, ATP luminescence, 18 h | Potency, µM (doses to about 46.1 µM), for inactives: top-dose activity change, negative = cytotoxicity, most hits filed as cytotoxic | hit rate 0.76% among 410,000 | AID 588856; further: potency means the concentration at half of the fitted maximal effect; some results filed as inactive show a strong effect at the top dose
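CellTiter-Glo luminescence gave cytotoxicity after 18 hours at 37 degrees C. The cells were HepG2 CAGA-GFP in 1% FBS DMEM, stimulated with 500 pg/mL TGF-beta after compound addition. %Activity was normalised to no-cell wells (complete cell-killing) and DMSO (no toxicity), and curves were fitted and classified.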
TGFb SMAD3 inh: inhibitors of TGF-b signaling | HepG2 CAGA-GFP TGF-b/SMAD3 reporter, GFP fluorescence, 18 h; TGF-beta stimulated, 500 pg/mL final | hit rate 1.2% among 410,000 | AID 588855 | Potency, µM (top dose mostly 46.1 µM), for inactives: top-dose activity, negative = inhibition, usual class: inhibitors; further: potency means the concentration at half of the fitted maximal effect; on the % scale 0 is the no-effect control and ±100 the full control effect; nearly all actives have a fitted effect of over 65% in size
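Using HEPG2 CAGA-GFP reporter cells at 1000 cells/well, we pinned test compounds, stimulated with recombinant TGF-beta (500 pg/mL final) and measured total well GFP after 18 h.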
ATXN2 expr inh: inhibitors of ATXN2 expression. AID 1745845. hit rate 0.72% among 360,000. Potency, µM (doses to about 57 µM), for inactives: at the highest dose activity change, negative = inhibition, most hits filed as inhibitors. HEK-293 ATXN2-luciferase reporter, luminescence, 24 h; further: potency means the concentration at half of the fitted maximal effect; on the % scale 0 is the no-effect control and ±100 the full control effect; nearly all actives have a fitted effect of over 55% in size
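qHTS (up to 57 uM final) was run with 24 h compound exposure of reporter cells at 37 °C. Each well was multiplexed: SteadyGlo luminescence measured ATXN2-luciferase expression after a fluorogenic Gly-Phe-AFC viability readout (25 uM final).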
* hit, by the source's call; i = inactive; ? = inconclusive; . = not tested or not shown; & = joins results of further samples; [ ] = remark or other dose. Unless noted, the call rests on the fitted dose curve; in most records, active means well fitted curve in the direction sought with a large enough effect; inconclusive means small, poorly fitted or top-dose-only effect, or another doubt; inactive means no such curve, though single readings can be large; an effect the other way counts as inactive or inconclusive.

The opening 5 records as a preview:
SMILES	IL2 activator	EPAC2 ag	A549 tox	Nrf2 block	Nrf2 activator	ATXN viability	HepG2 tox	TGFb SMAD3 inh	ATXN2 expr inh
CCCCn1c(SCC(=O)c2ccc(OC)c(OC)c2)nc2cc(S(N)(=O)=O)ccc21	-1.2	4%	-11%	-13%	0.4%	?	-18%	-2%	-15%
CN(C)CCSc1nnc2sc3ccccc3n12	-0.6	11%	-2%	0%	4.2%	i	-3%	2%	2%
CCN(CC)c1ccc(N=Nc2nn(C)c(C)c2[N+](=O)[O-])cc1	-2.7	-28%	21µM*	?	3.2%	13µM*	-6%	3%	0%
COc1cccc(-c2noc(C3CCCN(S(=O)(=O)c4cccc(Cl)c4C)C3)n2)c1 (stereo not drawn)	-1.7	4%	-1%	.	-0.2%	i	-2%	-5%	-6%
Cc1ccc(C)[n+](CC(=O)c2ccc(-c3ccccc3)cc2)c1	-0.9	-2%	8%	-7%	6.7%	i	-43%	?	?

The listing, from the start:
SMILES	IL2 activator	EPAC2 ag	A549 tox	Nrf2 block	Nrf2 activator	ATXN viability	HepG2 tox	TGFb SMAD3 inh	ATXN2 expr inh
CCCCn1c(SCC(=O)c2ccc(OC)c(OC)c2)nc2cc(S(N)(=O)=O)ccc21	-1.2	4%	-11%	-13%	0.4%	?	-18%	-2%	-15%
CN(C)CCSc1nnc2sc3ccccc3n12	-0.6	11%	-2%	0%	4.2%	i	-3%	2%	2%
CCN(CC)c1ccc(N=Nc2nn(C)c(C)c2[N+](=O)[O-])cc1	-2.7	-28%	21µM*	?	3.2%	13µM*	-6%	3%	0%
COc1cccc(-c2noc(C3CCCN(S(=O)(=O)c4cccc(Cl)c4C)C3)n2)c1 (stereo not drawn)	-1.7	4%	-1%	.	-0.2%	i	-2%	-5%	-6%
Cc1ccc(C)[n+](CC(=O)c2ccc(-c3ccccc3)cc2)c1	-0.9	-2%	8%	-7%	6.7%	i	-43%	?	?
COc1ccccc1Nc1nc(Cl)nc(NC(C)(C)C)n1	-0.5	16%	-9%	-4%	4.5%	i	3%	5%	-6%
NC(=O)c1oc2ccccc2c1NC(=O)c1ccc(F)cc1	-2.3	5%	2%	11%	6.6%	i	31%	-19%	-6%
CCOC(=O)C1(Cc2cccc(OC)c2)CCN(C(C)COC)CC1 (stereo not drawn)	2.0	5%	3%	4%	0.0%	i	1%	-11%	-6%
COc1ccc(NC(=O)Cn2ccc(C(F)(F)F)n2)cc1S(=O)(=O)N1CCOCC1	-0.6	12%	-5%	-10%	-0.5%	i	2%	-2%	1%
CCCCCCSC1=C(C#N)C(=O)NC2(CCCCC2)S1	-3.2	-14%	-12%	?	3.2%	i	-11%	-4%	64%[activator]
Cc1ccc(F)c(S(=O)(=O)NC(=O)C2(C)CCN2C(=O)CCc2cccs2)c1 (stereo not drawn)	-0.3	14%	.	.	0.3%	i	4%	25%	-9%
CC1(C)OC(=O)N(CCc2ccccc2)C1(C)O (stereo not drawn)	0.6	-2%	-9%	?	-0.8%	i	5%	-17%	0%
COc1ccc(S(=O)(=O)CCC(=O)N2CCN(c3ccc(C(C)=O)cc3)CC2)cc1	-3.7	2%	9%	?	-0.2%	i	-20%	-2%	14%
CCCCNc1oc(-c2ccc(COc3ccc(OC)cc3)o2)nc1C#N	.	.	7%	-23%	3.8%	i	-14%	5%	-17%
Cc1cnc(NC(=O)C2(c3ccccc3)CC2)s1	-2.2	-3%	13%	17%	-0.3%[9.22 µM]	i	0%	4%	32%
COc1ccc(CCNC(=O)c2oc(=O)c3ccccc3c2-c2ccccc2)cc1OC	.	.	14%	.	5.6%	i	-32%	-17%	1%
COc1ccc(C(=O)N(c2ccccc2)C2C=CS(=O)(=O)C2)cc1 (stereo not drawn)	1.0	8%	-6%	8%	-0.1%	i	1%	-17%	2%
Cc1ccc(CCP(=O)(O)CN2CCOCC2)cn1	-0.7	-5%	5%	-2%	0.1%	i	0%	8%	-2%
Cc1ccc(NC(=S)c2nc3ccccc3s2)cc1	0.4	5%	-3%	.	3.1%	i	-24%	?	42%[activator]
CCN(C(=O)CN1C(=O)COc2ccc(S(=O)(=O)N3CCOCC3)cc21)c1cccc(C)c1	.	.	-4%	15%	-0.4%	.	-55%	-1%	.
CCOc1ccccc1NC(=O)c1cc2c(=O)[nH]c3ccccc3c2s1	.	.	-2%	7%	5.4%	i	-6%	10%	11%
CCOc1ccc(-c2ccc(SCC)nn2)cc1	-2.6	3%	-1%	?	0.0%	i	-16%	-3%	1%
O=S(=O)(c1ccccc1)N1CCN(Cc2ccccc2)c2ccccc21	-5.5	18%	-1%	-17%	5.0%	i	-70%	-35%	1%
CC(=O)c1ccc(NC(=O)C2CCCN(S(=O)(=O)c3ccc(Br)s3)C2)cc1 (stereo not drawn)	.	.	0%	12%	0.0%	i	7%	8%	11%
Cc1ccc(C(C(=O)NCc2ccco2)N(C(=O)Cc2cccs2)c2cccnc2)cc1 (stereo not drawn)	0.2	4%	-5%	?	2.4%	?	-3%	-29%	-27%
COc1ccccc1NS(=O)(=O)c1cccc(C(=O)N2CCCCCC2)c1	-1.2	3%	-20%	-27%	-0.3%	i	-3%	-3%	-2%
CCOc1ccc(NC(=O)C(=O)N/N=C/c2cccnc2)cc1	0.7	-4%	-1%	-5%	-0.9%	i	-4%	0%	-8%
COc1ccc(Cl)cc1NC(=O)Cn1nnc2sc(-c3ccccc3)cc2c1=O	.	.	2%	12%	?	?	-1%	-2%	14%
Cn1c(=O)c(C(=O)NCCO)c(O)c2ccccc21	-0.7	-18%	-4%	-4%	7.8%	i	-3%	-1%	-8%
CC(=Cc1ccccc1)C=C1SC(=S)N(CCCC(=O)Nc2ccc(C(=O)O)cc2)C1=O	-0.5	4%	.	.	-2.6%	i	-51%	?	8%
CCN(C(=O)CSc1nc2ccccc2n1Cc1ccc(C(=O)OC)cc1)c1ccccc1	.	.	1%	.	6.8%	i	-40%	?	-5%
NC(=NCCc1ccccc1)NS(=O)(=O)c1cccs1	-0.7	1%	-7%	-4%	-0.3%	i	7%	5%	3%
Cc1ccc(-n2c(=O)c3c4c(sc3n(Cc3ccccc3F)c2=O)CCC4)cc1C	.	.	1%	2%[9.27 µM]	0.4%	i	-6%	-4%	2%
Cc1ccc2ncc(C(=O)NCc3ccccc3Cl)c(=O)n2c1	.	.	1%	-13%	-0.1%	i	-1%	-2%	-9%
COCCn1c(=O)[nH]c2cc(C(=O)Nc3cccc(C(C)=O)c3)ccc2c1=O	-1.4	28%	0%&2%	6%	-0.6%&2.8%	i	-33%&-23%	0%&-24%	5%&-7%
CCCn1c2ccccc2c2cnn(CC(=O)NCCCN3CCCCC3)c(=O)c21	1.8	7%	-2%&-1%	2%&0%	-0.3%&1.2%	i	-34%&-1%	-8%&0%	-5%
COc1ccc(OC(C)C(=O)NCC2CCCO2)cc1 (stereo not drawn)	-1.2	-2%	3%	2%	-0.1%	i	4%	-2%	1%
COc1ccc(C(=O)c2oc3ccccc3c2NC(=O)c2cc(=O)c3ccc(C)cc3o2)cc1Cl	.	.	4%	0%	0.1%	i	-4%	-13%	11%
Cc1ccc(C2=NS(=O)(=O)N(C)C(C(=O)NCc3ccc(F)cc3)=C2)cc1	-2.3	5%	2%	-15%	-0.9%	i	-10%	-16%	-3%
Cc1ccccc1OCC(=O)NNC(=O)C1CCN(c2ncnc3sc(C)c(C)c23)CC1	-5.1	12%	-17%	?	-1.0%	?	-8%	?	-31%
COc1ccc(CCNC(=O)Cn2cccc2C(=O)c2ccccc2C)cc1OC	0.1	7%	-2%	-7%	0.2%	i	3%	0%	-23%
Cc1noc(C)c1C(=O)OCC(=O)Nc1ncc(C(F)(F)F)cc1Cl	0.3	1%	3%	5%	-0.3%	i	4%	5%	-1%
COC(=O)N1CCc2c(sc(NC(=O)C3COc4ccccc4O3)c2C(N)=O)C1 (stereo not drawn)	0.0	-7%	-9%	?	9.3%	i	-1%	16%	53%[activator]
Cc1onc(-c2c(F)cccc2Cl)c1C(=O)OCC(=O)c1c[nH]c2ccccc12	-3.5	?	-1%	-28%	2.2%	i	-11%	?	0%
CCOc1ccc(N=C2NC(=O)S/C2=C\c2ccc(Cl)cc2)cc1	2.1	4%	-1%	-1%	-0.6%	i	-14%	-6%	-22%
CN(CC(=O)Nc1ccc(F)c(F)c1F)C(=O)C1(c2ccccc2)CC1	-2.0	-7%	.	.	-2.1%	i	1%	5%	.
Cc1nn(C)c(Cl)c1C(=O)NCC(=O)Nc1ccc(C(C)C)cc1	-2.6	-1%	2%	7%	-0.8%	i	-4%	-1%	-8%
O=C(N/N=C/c1ccco1)c1ccc(NC(=O)c2ccc(Cl)cc2)cc1	0.3	6%	2%	?	5.9%	i	-1%	-6%	-16%
C=C(C)c1cccc(C(C)(C)NC(=O)Nc2cc(C)ccc2OC)c1	-2.7	-19%	-4%	-9%	0.3%	i	-13%	-14%	2%
CCN(C(=O)c1cc([N+](=O)[O-])ccc1NCc1cccnc1)c1ccccc1	-1.2	-3%	?	?	-1.0%	i	-10%	-1%	1%
COC(=O)C1(C(F)(F)F)N=C2Sc3ccccc3N2C(N2CCOCC2)=N1 (stereo not drawn)	-0.9	-2%	3%	4%	0.0%	i	-17%	-1%	6%
COc1ccc(-c2nn(-c3ccccc3)cc2/C=C/C(=O)NCCCn2ccnc2)cc1OC	-2.5	8%	-28%	?	3.0%	i	-17%	-2%	-28%
COc1ccc(C2Nc3ccccc3C(=O)N2Cc2ccccc2)cc1COc1ccccc1F (stereo not drawn)	.	.	7%	6%	.	.	1%	19%	.
COC1CCCN(C(=O)c2cccc(OC3CCN(S(=O)(=O)N(C)C)CC3)c2)C1 (stereo not drawn)	-0.8	6%	?	-20%	-0.2%	i	2%	-3%	-5%
